NR2E3 ag-1 – NR2E3 agonists in two-hybrid cells, primary screen, cell-based, luminescence, CHO-S, Gal4-NCOR/VP16-NR2E3; 360,000 tested, 0.35% active; Photoreceptor-specific nuclear receptor (Homo sapiens), Q9Y5X4; luciferase; AID 602229, 2012; inhibition of corepressor binding, % at 3.98 µM;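 active means inhibition above the mean of all tested compounds plus 3 SD, cut at about 70% in these data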;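 further: 0% = DMSO with NR2E3 transfected cells and 100% = cells lacking NR2E3 construct; higher means lower luciferase signal from less NR2E3 corepressor binding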
Target sequence (Q9Y5X4 whole entry, looked up, the tested form may be a part): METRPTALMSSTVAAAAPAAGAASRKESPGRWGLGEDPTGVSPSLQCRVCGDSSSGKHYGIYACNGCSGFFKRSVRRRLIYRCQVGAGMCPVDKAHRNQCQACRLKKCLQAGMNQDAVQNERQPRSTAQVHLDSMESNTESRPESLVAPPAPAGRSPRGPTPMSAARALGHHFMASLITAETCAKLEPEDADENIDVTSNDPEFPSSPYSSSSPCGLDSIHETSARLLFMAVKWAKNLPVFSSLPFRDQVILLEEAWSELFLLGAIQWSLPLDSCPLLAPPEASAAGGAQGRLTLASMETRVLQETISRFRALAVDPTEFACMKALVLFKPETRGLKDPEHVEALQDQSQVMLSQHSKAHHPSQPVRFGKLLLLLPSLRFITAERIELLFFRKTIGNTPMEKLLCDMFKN
TRPM1 prom inh – inhibitors of MITF-dependent TRPM1 promoter reporter, primary screen, cell-based, SK-MEL-5, single point, luciferase | SK-MEL-5 TRPM1 promoter luciferase, 24 h | inhibition, % at 12.5 µM | 330,000 tested, 0.83% active | AID 488899, 2010;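 active means mean inhibition across replicates of 60% or more, whatever share of single replicates reaches that level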; further: values of inactives mirror those of a sister screen read the other way
Peg3 prom inh – Peg3 promoter-driven luciferase inhibitors, primary screen, cell-based, HeLa, luciferase luminescence; HeLa PEG-Prom luciferase reporter, overnight; inhibition, % at 20 µM; 360,000 tested, 1.7% active; AID 588405, 2011;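 active means inhibition of at least 50% at 20 µM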
PDI inh – inhibitors of human PDI, primary screen, biochemical, turbidity, single point, plate reader; Protein disulfide-isomerase (Homo sapiens), P07237; PDI insulin aggregation turbidity, A650, 90 min; inhibition, % at 10 µM; 350,000 tested, 0.052% active; AID 588391, 2011;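 active means mean inhibition across replicates of 30% or more, whatever share of single replicates reach that level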;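 further: absorbance from insulin aggregation driven by PDI reduction with DTT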
NR2E3 ag-2 – inhibitors of NR2E3-RetCOR corepressor binding, primary screen, NR2E3 agonist project, biochemical, TR-FRET, GST-NR2E3, biotin-RetCOR; 1536-well; inhibition of corepressor binding, % at 4.78 µM; 320,000 tested, 0.12% active; AID 2300, 2010;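 active means percent inhibition above the cutoff of mean plus 3 SD of all tested compounds, set per screening campaign, cut at about 20% in these data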;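 further: 0% = DMSO wells and 100% = biotin wells as full block of FRET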
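System: GST-NR2E3 and biotin-RetCOR proteins; probe or stimulus: 7 nM biotin-RetCOR; doses: compound at 4.8 µM, single dose; schedule: Compound–protein incubation for 5 h at 4 °C; detection: time-resolved FRET; read-out: percent inhibition; controls: biotin wells as high control, 0.6% DMSO wells as low control; format: 1536-well plates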
Shn3 3UTR inh – reduction of Shn3 3'UTR firefly luciferase signal, primary screen, Schnurri-3 inhibitor project, cell-based, Clone20 osteoblasts, set 2. Clone20 osteoblast Shn3 3'UTR firefly luciferase, 24 h. inhibition, % at 12.5 µM. 360,000 tested, 0.52% active;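 active means mean inhibition of at least 75% with every replicate also reaching 75%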;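 further: 0% = median of neutral control wells and 100% = pilot-screen positive control compound; some compounds past the cut are filed as inactive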
Cardio protect – cardioprotection against H2O2-induced cell death, primary screen, uHTS, H9c2 cells, ATPLite luminescence. 360,000 tested, 0.63% active. protection from H2O2 cell death, % at 20 µM. AID 588492, 2011. H9c2 cardiomyocytes, H2O2 injury protection, 2 h;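 active means compounds giving at least 50% protection of heart cells from peroxide-induced death in the single-dose screen, raw or plate-pattern-corrected value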;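 further: 0% = DMSO wells with peroxide and 100% = DMSO wells without peroxide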
HIF-2a block – HIF-2a reporter inhibitors, primary screen, luminescence, 786-0 RCC cells | 786-0 RCC cells HIF-2a reporter, luciferase luminescence, overnight | inhibition, % at 18.8 µM | 360,000 tested, 0.72% active | AID 624352, 2012;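 active means inhibition of the luminescence signal of 40% or more relative to plate controls, in a single-dose primary screen at 18.75 µM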
HTR2A ag – mouse Htr2a agonists via beta-arrestin recruitment, primary screen, cell-based, luminescence. AID 624169, 2012. CHO-K1 mHTR2A beta-arrestin complementation; percent of 30 µM serotonin response. 360,000 tested, 0.66% active. 5-hydroxytryptamine receptor 2A (Mus musculus), P35363. activation, % at 7.6 µM;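 active means activation above a run cutoff, the mean activation of all tested compounds plus 3 SD, cut at about 14% in these data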;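 further: 0% = plate median of compound wells and 100% = 30 µM serotonin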
Target sequence (P35363 whole entry, looked up): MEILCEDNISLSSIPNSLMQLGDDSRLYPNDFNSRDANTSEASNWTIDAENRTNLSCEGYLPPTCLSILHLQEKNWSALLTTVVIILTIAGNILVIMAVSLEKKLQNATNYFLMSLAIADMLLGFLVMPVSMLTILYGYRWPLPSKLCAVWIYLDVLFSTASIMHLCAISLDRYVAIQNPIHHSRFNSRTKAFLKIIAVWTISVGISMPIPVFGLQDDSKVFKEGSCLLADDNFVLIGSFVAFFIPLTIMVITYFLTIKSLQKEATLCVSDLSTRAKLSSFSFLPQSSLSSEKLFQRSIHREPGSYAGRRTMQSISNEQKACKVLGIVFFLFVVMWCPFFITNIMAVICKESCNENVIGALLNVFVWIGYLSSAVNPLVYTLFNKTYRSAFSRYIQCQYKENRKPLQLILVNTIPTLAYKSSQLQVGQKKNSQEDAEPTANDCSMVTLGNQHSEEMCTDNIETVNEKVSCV
iPSC survival up – enhancers of single-cell hiPSC survival, primary screen, ATPlite luminescence | 360,000 tested, 0.044% active | survival enhancement, % at 20 µM | AID 602274, 2012 | 100% = ROCK inhibitor wells, 0% = DMSO; in the data active means survival enhancement above about 18%;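 further: cells exposed to compounds for 16 hours before the ATP read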
CaV13 ICDI inh – Primary screen for inhibitors of IQ motif and Ca2+-dependent inactivation inhibitor domain binding in CACNA1D, Förster resonance energy transfer in living cells, …; HEK cells, CFP/YFP FRET ICDI-IQ, plate reader, 10 min; percent FRET-ratio fall versus neutral wells; inhibition, % at 12.3 µM; 340,000 tested, 0.098% active; AID 743397;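 active means mean replicate inhibition of at least 30% and at least 1% of replicates passing that level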;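 further: 0% = median of the neutral control wells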
Starred values were filed as active, the others as inactive; . = not tested or not shown.

Results follow in this order: NR2E3 ag-1 | TRPM1 prom inh | Peg3 prom inh | PDI inh | NR2E3 ag-2 | Shn3 3UTR inh | Cardio protect | HIF-2a block | HTR2A ag | iPSC survival up | CaV13 ICDI inh
- CCOC(=O)Cc1csc(NC(=O)c2ccc(S(=O)(=O)N3CCOCC3)cc2)n1
→ -16 | 6 | 9 | -3 | 2 | 13 | -7 | 16 | -1 | -0.9 | -5
- COc1ccc2c(c1)c(C(O)CN1CCN(Cc3ccc4c(c3)OCO4)CC1)c(C)n2C (stereo unspecified)
→ -31 | 2 | -6 | 4 | 4 | 15 | 13 | 2 | -2 | -3.6 | .
- c1cnc(NCCNc2ncccn2)nc1
→ 17 | -2 | -1 | -3 | 0 | -29 | 2 | 12 | 2 | 0.0 | -4
- COc1cccc(NC(=O)N(C)C[C@H]2OCc3cnnn3CCCC(=O)N([C@H](C)CO)C[C@@H]2C)c1
→ -5 | . | -8 | 9 | . | 0 | 12 | 8 | 3 | -0.2 | -4
- COC(=O)c1cccc(NC(=O)c2cc3sccc3n2C)c1
→ -138 | -56 | -162 | 9 | 1 | -39 | -3 | -133 | -1 | -2.7 | .
- CCN(CC(=O)NCc1cccs1)C(=O)c1ccc(OC)c(OC)c1
→ 35 | -1 | 10 | 3 | 0 | -6 | 4 | 1 | -10 | -0.5 | -4
- OCC[C@@H]1C[C@@H](O)[C@H](O)[C@]2(CCc3ccccc3CO2)O1
→ -5 | -13 | -17 | 2 | 4 | 5 | 1 | 13 | -1 | 2.0 | -5
- CCOC(=O)c1cc2occc2n1CC(=O)NC1CCC(C)CC1 (stereo unspecified)
→ 0 | 16 | 13 | -5 | -3 | 10 | 3 | 16 | 1 | -0.8 | .
- Cn1c(SCc2ccccc2)nc(N)c(N=O)c1=O
→ 12 | . | 27 | -5 | -1 | -29 | 18 | 1 | -1 | -0.1 | -20
- CCn1c(SCC(=O)NNC(=O)c2ccc(C)cc2)nnc1-c1ccco1
→ 6 | -10 | 9 | 24 | 1 | -12 | -2 | 12 | -2 | -1.0 | 4
- COC(=O)C1=C(C(=O)OC)[C@@H]2Nc3ccccc3[C@@]23C[C@@H](C(=O)OC)N(C(=O)C2CCC2)C3=N1
→ 4 | 7 | -9 | -6 | 0 | 8 | -2 | 0 | 3 | -1.3 | -6
- S=C(NCCc1ccncc1)Nc1cccc2ccccc12
→ -5 | -1 | 6 | 3 | -1 | -7 | 0 | -22 | 1 | 2.8 | -4
- Cc1ccsc1/C=C1\Oc2cc(O)ccc2C1=O
→ -40 | . | -236 | 9 | . | -6 | -5 | -156 | -5 | -2.9 | -27
- O=C(Nc1ccccc1-c1nc2ccccc2[nH]1)c1ccc(N2C(=O)CCC2=O)cc1
→ 13 | 9 | 22 | -1 | -4 | 9 | 28 | 45* | 4 | 0.6 | -5
- CC1CCN(S(=O)(=O)c2ccc(NC(=O)CN3CCOCC3)cc2)CC1
→ -20 | 0 | 6 | -5 | -1 | -13 | -4 | -1 | -1 | 0.3 | -8
- O=C(CN1CCCCCC1)N/N=C/c1cccc(Cl)c1
→ -22 | -12 | 6 | 8 | 3 | 6 | 2 | 20 | -1 | -0.1 | -4
- CC(=O)Nc1ccc(-n2nnnc2SCC(=O)N2CCN(C(=O)c3ccco3)CC2)cc1
→ -6 | -2 | 3 | 5 | 2 | 3 | 1 | 11 | -1 | -1.4 | -5
- COC(=O)c1ccc(N2CCN(C(C)=O)CC2)c(NC(=O)c2cccnc2)c1
→ -8 | -9 | 2 | 1 | 1 | -14 | -3 | 11 | 0 | -0.1 | -1
- Cc1nn(CC(=O)Nc2ccc3c(c2)nc(CN2CCCC2)n3C)c(=O)c2ccccc12
→ -1 | 3 | -1 | -6 | -1 | -3 | 4 | 7 | 0 | 0.4 | .
- COC(=O)C1CCCN1C(=O)C12CC3CC(CC(C3)C1)C2 (stereo unspecified)
→ 20 | 4 | 9 | -11 | 2 | 1 | 4 | 11 | 0 | -0.1 | 7

Next section:
Results follow in this order: NR2E3 ag-1 | TRPM1 prom inh | Peg3 prom inh | PDI inh | NR2E3 ag-2 | Shn3 3UTR inh | Cardio protect | HIF-2a block | HTR2A ag | iPSC survival up | CaV13 ICDI inh
- O=C(CSC1CC(=O)N(CC(c2ccccc2)c2ccccc2)C1=O)Nc1ccc(Cl)cc1 (stereo unspecified)
→ -27 | 3 | 7 | -5 | -2 | -26 | -14 | 24 | 7 | 0.1 | -5
- CCCc1cc(C(=O)N(C2CCCCC2)C2CCCCC2)no1
→ -19 | . | 12 | . | 3 | 2 | -9 | 3 | 5 | -0.7 | -11
- CC(=O)c1ccc(NC(=O)C(C)N2CCN(C/C=C/c3ccccc3)CC2)cc1 (stereo unspecified)
→ 4 | -10 | -1 | 8 | 3 | -3 | -6 | 2 | -4 | 0.7 | -4
- O=C(NCCc1ccc(Cl)cc1)c1cccnc1
→ -48 | -15 | -41 | 0 | 1 | -42 | -4 | -69 | 2 | -1.3 | -3
- C[C@@H]1CN([C@H](C)CO)S(=O)(=O)c2ccc(C#C[C@@H](C)O)cc2O[C@@H]1CN(C)Cc1ccc(-c2ccccc2)cc1
→ -14 | . | 37 | -6 | . | 13 | -5 | 5 | -2 | -3.7 | -5
- CC(C)(C)OC(=O)NN1CC(=O)N2[C@@H](Cc3c([nH]c4ccccc34)C2(C)C)C1=O
→ 34 | -6 | 21 | -6 | -3 | -12 | -1 | 3 | 1 | -0.5 | -5
- Cc1cc(OCCN2CCC(Cc3ccccc3)CC2)ccc1[N+](=O)[O-]
→ 27 | 11 | -6 | 8 | 1 | -9 | -1 | -24 | -7 | 0.8 | -2
- O=C(NCc1ccco1)c1cccs1
→ -24 | 4 | 1 | -2 | 1 | 15 | -2 | -3 | -2 | 2.3 | -6
- CCC1CCCCN1C(=O)C(=O)c1cn(CC(=O)N(CC)CC)c2ccccc12 (stereo unspecified)
→ -36 | 9 | 23 | -4 | -3 | -6 | 3 | 11 | 6 | -0.2 | -5
- O=C(O)CC/C(=N\Nc1ccc(Cl)cc1)c1cccs1
→ -19 | 4 | 15 | 0 | 2 | 2 | 3 | -12 | 0 | -0.5 | -5
- Cc1ccc(S(=O)(=O)Oc2ccccc2)cc1
→ -9 | -28 | -27 | -4 | . | -31 | -6 | -56 | 4 | -1.9 | -7
- O=C(CSCc1ccc(Br)cc1)Nc1ccc(S(=O)(=O)N2CCCCCC2)cc1
→ -26 | 1 | 28 | 9 | 2 | 12 | -18 | 24 | -5 | 2.1 | -8
- O=C(Nc1ccc(Cl)cn1)C1CCN(S(=O)(=O)c2cccs2)CC1
→ 30 | 25 | 24 | 2 | -3 | 10 | 2 | 3 | 2 | 0.4 | 9
- Cc1nc(C(=O)NNC(=O)c2ccccc2Cl)c(C(F)(F)F)o1
→ -6 | -10 | 4 | 11 | -1 | . | 4 | 2 | -1 | 0.3 | -4
- Cc1cc(C)nc(SCc2ccc(C(=O)N/N=C/c3ccccc3C(=O)O)cc2)n1
→ -7 | -1 | 19 | -5 | 5 | 12 | -1 | 10 | -2 | -0.1 | 5
- Cc1cc(NC(=O)c2cc(CC(C)C)on2)n(-c2ccccc2)n1
→ 16 | . | 1 | . | 0 | -8 | -11 | 9 | 2 | -2.8 | -3
- COc1ccc(CC(=O)Nc2cccc(-c3nnc(-c4ccc(C)cc4)o3)c2)cc1OC
→ -24 | 62* | 111* | 1 | 5 | 65 | 4 | -13 | 4 | -3.4 | -9
- CC(C)CNC(=O)CN1C(=O)NC2(CCCc3ccccc32)C1=O (stereo unspecified)
→ -11 | 7 | 12 | 6 | 0 | 1 | 0 | -2 | 3 | 0.3 | -7
- CCOC(=O)c1c(C)[nH]c(C(=O)CN2CCOCC2)c1C
→ -2 | -7 | 6 | -5 | 3 | 3 | 1 | -18 | 1 | -3.1 | -5
- CC(C)CN1CCN=C1N(C)C
→ -34 | 3 | -1 | -5 | 4 | -10 | 6 | 11 | 4 | 1.7 | -10

Next compounds:
Results follow in this order: NR2E3 ag-1 | TRPM1 prom inh | Peg3 prom inh | PDI inh | NR2E3 ag-2 | Shn3 3UTR inh | Cardio protect | HIF-2a block | HTR2A ag | iPSC survival up | CaV13 ICDI inh
- FC(F)(F)C(Oc1nc(NC2CCCCC2)nc(N2CCOCC2)n1)C(F)(F)F
→ 10 | 1 | 12 | 3 | 5 | 14 | -14 | 17 | 8 | -3.2 | -3
- O=C1C2C3C=CC(C3)C2C(=O)N1Cc1ccccc1 (stereo unspecified)
→ -4 | 0 | -7 | 9 | -1 | -6 | 4 | -5 | 1 | -0.7 | -6
- O=C(Cn1nc(-c2ccco2)ccc1=O)Nc1cc(Cl)ccc1Cl
→ -11 | 1 | -11 | 21 | -1 | 9 | -3 | 5 | 2 | -0.2 | -16
- CC(C)(C)C(=O)Nc1nnc(SCC(=O)Nc2ccc3c(c2)OCO3)s1
→ -11 | -6 | 10 | 0 | -3 | 19 | -4 | 19 | -2 | -1.5 | -6
- CCOC(=O)c1[nH]c2ccc(C)cc2c1N=C(C)N(C)C
→ -6 | 6 | -22 | 5 | -2 | -17 | 3 | 2 | 0 | 5.4 | -5
- N#Cc1c(N)n(CCNC(=O)c2ccccc2)c2nc3ccccc3nc12
→ -13 | 0 | 2 | 0 | 1 | -10 | 4 | -11 | 0 | -1.9 | -10
- CCN(CC(=O)Nc1ccc(NC(C)=O)cc1)C(=O)Cc1ccc(S(=O)(=O)N2CCOCC2)s1
→ -24 | -3 | 13 | 3 | -2 | 2 | 3 | 20 | 7 | 0.2 | -2
- COc1ccc(NC(=O)CSc2nc(N)c(C(=O)Nc3ccc(N(C)C)cc3)s2)cc1
→ -37 | -51 | -174 | -1 | -1 | 5 | -18 | -184 | 0 | -3.7 | .
- O=C(NCC1CCCCC1)c1ccc2nc([C@@H]3O[C@H](CO)[C@H](O)[C@H](O)[C@H]3O)[nH]c2c1
→ 29 | . | -9 | -5 | . | 5 | -1 | 9 | 2 | -1.3 | -7
- C=CCSc1nc(N)c(C#N)c(-c2ccc(C)cc2)c1C#N
→ -20 | -14 | 24 | -25 | 2 | . | -21 | 4 | -10 | -1.8 | -6
- COc1cc(OC)cc(C(=O)NCC(=O)OCC(=O)C(C)(C)C)c1
→ 19 | -8 | 17 | -13 | 4 | 2 | -10 | 1 | 1 | 1.6 | -3
- Cc1cc(C)cc(OCC(=O)OCC(=O)N2CCc3ccccc32)c1
→ 5 | 4 | -1 | -3 | 0 | -7 | -7 | 7 | -4 | -0.3 | -6

Source: PubChem BioAssay
